High-throughput results as filed in PubChem.
HIF act – HIF pathway transcriptional activation | actives 0.32% (n = 300,000) | U2OS HRE-luciferase reporter, luminescence; normalized: DMSO 0%, desferrioxamine 100% | activation, % at 7.5 µM (by protocol);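 active = mean activation of at least 10% of the iron chelator positive control signal, with at least half of replicates also reaching 10%; inconclusive = mean and replicate majority disagree about reaching 10%; inactive = mean and most replicates under 10%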
RGS4 inh – human RGS4 inhibition. B-score at 10 µM. HEK293 M3R/RGS4 inducible, Fluo-4 calcium flux; stronger effect = higher value; triggered by carbachol at its EC20. P49798. AID 463165. actives 0.45% (n = 310,000);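 active = B-score, a plate-corrected calcium signal, over three deviations above library mean, with baseline fluorescence within five deviations of library mean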;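 note: RGS4 expression induced by doxycycline in cells with stable M3 receptor; B-score is computed from the integrated fluorescence ratio over baseline after carbachol; higher B-score means a larger calcium signal and so more RGS4 inhibition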
Target sequence (P49798 whole entry, looked up): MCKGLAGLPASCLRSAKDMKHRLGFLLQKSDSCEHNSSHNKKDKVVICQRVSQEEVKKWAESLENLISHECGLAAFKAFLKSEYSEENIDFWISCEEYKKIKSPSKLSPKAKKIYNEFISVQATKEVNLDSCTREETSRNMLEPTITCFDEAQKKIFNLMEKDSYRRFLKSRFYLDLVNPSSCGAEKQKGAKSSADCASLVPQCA
Platelet DG rel – modulates dense granule release in human platelets; human platelet-rich plasma, SFLLRN dense granule ATP release, luminescence; actives 0.22% (n = 300,000); inhibition, %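 (compounds screened at 7.5 µM in platelet-rich plasma)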;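 active = mean replicate score, as percent of positive control, at or above 50; inconclusive = mean below 50 but at least one replicate at or above 50; inactive = mean and every replicate below 50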
RGS4 pot – RGS4 potentiation or activation; actives 0.92% (n = 310,000); HEK293 M3R/inducible RGS4, carbachol calcium flux Fluo4; stronger effect = lower value; B-score at 10 µM;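 active = B-score of the integrated calcium signal more than 4 SD below the library mean, with starting fluorescence not abnormally high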;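 note: negative B-score means reduced calcium response which marks RGS4 activation or potentiation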
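Test system: HEK293 cells with stable M3R and inducible RGS4; also added: carbachol at ECmax as muscarinic agonist stimulus; schedule: dye loading 30 min 37 °C, buffer rest 30 min RT; technique: kinetic calcium fluorescence imaging with Fluo4-AM dye, 2 µM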
MrgX1 ag – activates human MrgX1 receptor signaling. Q96LB2. actives 0.44% (n = 310,000). AID 588627. B-score at 10 µM. MrgX1-HEK293 cells, Fluo-4 calcium fluorescence, agonist mode; stronger effect = higher value;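 active = calcium response B-score plate-corrected fluorescence ratio at least 3 library SD, with starting fluorescence B-score inside 5 SD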
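Material: HEK293 cells stably expressing human MrgX1 receptor | Quantity: 15,000 cells per well | Times: Cells plated overnight, dye loaded 0.5 h 37 °C, 0.5 h room temperature | Measured by: Kinetic Fluo-4 NW fluorescence of intracellular calcium | Control set: Positive and negative controls per plate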
TRPC6 inh – mouse TRPC6 channel inhibition; HEK293-TRPC6, membrane potential dye, ACh-evoked depolarization; stronger effect = lower value; B-score at 10 µM; actives 1.1% (n = 310,000);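 active = B-score under library mean minus 3 SD, initial fluorescence not abnormally high, positive integrated signal ratio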;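 note: B-score derived from integrated fluorescence ratio over the kinetic read; more negative B-score means stronger inhibition of depolarization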
Target sequence (Q61143 whole entry, looked up): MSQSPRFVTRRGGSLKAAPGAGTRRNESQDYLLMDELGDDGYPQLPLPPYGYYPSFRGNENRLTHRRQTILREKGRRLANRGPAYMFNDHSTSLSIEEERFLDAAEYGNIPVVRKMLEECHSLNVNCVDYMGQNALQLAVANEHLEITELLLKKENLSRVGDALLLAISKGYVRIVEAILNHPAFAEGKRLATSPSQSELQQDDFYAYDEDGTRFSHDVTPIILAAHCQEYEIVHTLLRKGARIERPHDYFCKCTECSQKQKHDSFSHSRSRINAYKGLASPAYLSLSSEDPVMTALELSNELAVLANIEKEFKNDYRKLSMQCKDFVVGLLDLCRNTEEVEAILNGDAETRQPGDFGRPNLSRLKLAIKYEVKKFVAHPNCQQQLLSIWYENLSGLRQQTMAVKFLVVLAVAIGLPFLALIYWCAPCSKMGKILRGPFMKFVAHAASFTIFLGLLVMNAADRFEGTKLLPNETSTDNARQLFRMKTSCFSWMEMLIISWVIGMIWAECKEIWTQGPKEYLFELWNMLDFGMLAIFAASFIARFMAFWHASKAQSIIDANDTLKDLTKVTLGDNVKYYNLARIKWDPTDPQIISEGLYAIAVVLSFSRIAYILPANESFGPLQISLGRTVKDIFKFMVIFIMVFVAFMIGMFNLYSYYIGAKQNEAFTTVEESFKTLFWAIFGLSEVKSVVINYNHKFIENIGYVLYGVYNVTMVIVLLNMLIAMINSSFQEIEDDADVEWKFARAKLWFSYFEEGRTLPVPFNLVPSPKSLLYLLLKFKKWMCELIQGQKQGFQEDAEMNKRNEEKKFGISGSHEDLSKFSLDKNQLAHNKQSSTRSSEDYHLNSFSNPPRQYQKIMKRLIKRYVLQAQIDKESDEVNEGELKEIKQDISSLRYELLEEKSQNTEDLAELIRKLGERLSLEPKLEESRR
TRPC4 block – blocks the mouse TRPC4 cation channel; Q9QUQ5; HEK293 TRPC4beta/mu-opioid, DAMGO-evoked Fluo4 calcium flux; stronger effect = lower value; B-score at 10 µM; actives 0.39% (n = 300,000); AID 2247;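 active = B-score over 3 SD under the library average, no early fluorescence shift, positive overall ratio signal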
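Signal: kinetic Fluo4 fluorescence imaging of calcium influx. Material: stable TRPC4beta/mu-opioid receptor HEK293 cells. Probe or stimulus: DAMGO in two steps, submaximal then maximal.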
TRPC6 activator – mouse TRPC6 channel activation | actives 0.13% (n = 310,000) | B-score at 10 µM | Q61143 | AID 2550 | HEK293-TRPC6 membrane potential dye fluorescence; stronger effect = higher value;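 active = B-score of the integrated fluorescence ratio above library mean plus 3 SD, and starting fluorescence ratio within library mean plus 5 SD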;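 note: higher score means more depolarization so channel activation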
SKKanGAS inh – blocks kanamycin growth of S. pyogenes SKKanGAS strain; inhibition, % at 7.5 µM; actives 1.3% (n = 300,000); BacTiter-Glo, 6 h; AID 1662;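 active = mean replicate score, as percent of positive control median, at least 50; inconclusive = mean below 50 but one replicate at or above 50; inactive = mean and every replicate below 50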;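 note: strain carries kanamycin resistance gene driven by streptokinase promoter and grows in 40 µg/ml kanamycin; loss of luminescence reflects streptokinase promoter inhibition or plain growth inhibition; 0% = median of DMSO wells and 100% = positive control at its reference dose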
MrgX1 PAM – human MrgX1 positive allosteric modulation, primary screen; actives 0.63% (n = 310,000); MrgX1-HEK293, Fluo-4 calcium flux, FDSS; stronger effect = higher value; Q96LB2; B-score at 10 µM;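 active = plate-corrected calcium response at least 3 library SD above typical, normal starting fluorescence, not activating the receptor alone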;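 note: compound read alongside a low EC10 to EC30 dose of BAM8-22 agonist; peak minus trough fluorescence over baseline measured at the second addition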
MrgX1 antagonist – blocks BAM8-22 activation of human MrgX1 receptor; Q96LB2; MRGX1-HEK293 calcium flux, Fluo-4, BAM8-22 antagonism; stronger effect = lower value; B-score at 10 µM; actives 1.3% (n = 310,000); AID 588676;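 active = calcium-response B-score plate-corrected more than 3 library SD below zero, starting fluorescence within 5 deviations, no agonist response on first addition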;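 note: peak minus trough fluorescence over baseline after final BAM8-22 challenge near maximal dose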
* marks the source's active call; other numbers are inactive results; i = inactive; ? = inconclusive; . = not tested or not shown.

SMILES	HIF act	RGS4 inh	Platelet DG rel	RGS4 pot	MrgX1 ag	TRPC6 inh	TRPC4 block	TRPC6 activator	SKKanGAS inh	MrgX1 PAM	MrgX1 antagonist
COc1ccc(OC)c(Nc2nc(C3CC3)nc3c2nnn3Cc2ccccc2)c1	-0.4	i	?	i	i	i	i	i	10.3	i	i
COc1ccc(C2CC(c3ccc(C)o3)=NN2C(C)=O)cc1 (stereo not drawn)	2.1	i	1.4	i	i	i	i	i	0.5	i	i
Fc1cccc2sc(Nc3nc4cc5c(cc4s3)OCCO5)nc12	0.4	i	7.6	i	i	i	i	i	41.8	i	i
O=C(CCC1CCCCC1)Nc1nnc(C(F)(F)F)s1	-1.7	i	-2.2	i	.	i	i	i	4.0	.	.
O=C(Nc1ncccc1Cl)c1ccc2c(c1)OCCO2	1.2	i	6.5	i	i	i	i	i	-0.9	i	i
CCC(C)N1CC(O)=C(c2nc3ccccc3[nH]2)C1=N (stereo not drawn)	.	i	1.8	i	i	i	i	i	-1.6	i	i
COCCN(C(=O)CNC(=O)c1ccco1)C(C(=O)NC1CCCC1)c1cccc(OC)c1 (stereo not drawn)	0.0	i	0.1	i	i	i	i	i	1.6	i	i
CC(CNC(=O)CN1C(=O)CCSc2ccccc21)c1ccccc1 (stereo not drawn)	-0.4	i	0.9	i	i	i	i	i	-5.1	i	i
O=C(Nc1ccccc1C(=O)Nc1cccnc1)c1ccccc1	-0.2	i	3.5	i	i	i	i	i	-0.4	i	i
COc1ccc(N2CCN(C(=O)COC(=O)CNC(=O)c3ccc(Cl)cc3Cl)CC2)cc1	-0.5	i	-3.4	i	i	i	i	i	-6.9	i	i
CCN(CC(=O)Nc1ccc(NC(C)=O)cc1)C(=O)/C=C/c1cn(-c2ccccc2)nc1-c1ccc(C)cc1	-0.1	i	15.1	i	i	i	i	i	24.4	i	i
CC(OC(=O)/C=C/c1ccc(Br)cc1)C(=O)N1CCOCC1 (stereo not drawn)	-0.7	i	-1.5	i	i	i	i	i	-6.3	i	-8*
COc1ccc(-c2ccc(CNCCCN3CCOCC3)o2)cc1Cl	-0.2	i	7.2	i	i	i	i	i	-11.1	i	i
CC(C)C[C@H]1COCCS(=O)(=O)N1Cc1ccc(Cl)c(Cl)c1	-1.4	i	2.8	i	i	i	i	i	5.5	i	i
O=C(Nc1ncc([N+](=O)[O-])s1)C1CC(=O)N(c2ccc(F)cc2)C1 (stereo not drawn)	0.5	i	6.8	i	i	i	i	i	25.6	i	i
O=C(/C=C/c1ccc(OCc2cccc(Cl)c2)cc1)N1CCOCC1	-0.5	i	2.7	i	i	i	i	i	-1.4	i	i
Clc1ccc(-c2cn(-c3ccc(Cl)cc3)c3[n+]2CCCCC3)cc1	-0.5	i	22.6	i	i	i	i	i	0.3	i	i
O=C(C1=NN(c2ccccc2)C2C(=O)N(c3ccccc3)C(=O)C12)c1ccccc1 (stereo not drawn)	0.2	i	-2.8	i	i	i	i	i	22.1	i	i
Cc1cccc(NC(=O)N2CCC(NC(=O)c3ccco3)CC2)c1	0.2	i	3.4	i	i	i	i	i	-0.4	i	i
O=C(COC(=O)c1n[nH]c2ccccc12)NC(=O)NCc1ccco1	-2.6	i	-0.9	i	i	i	i	i	2.9	i	i
Cn1ccnc1SCC(=O)Nc1ccc2c(c1)OCCO2	1.5	i	1.0	i	i	i	i	i	4.7	i	i
CCCCOC(=O)c1ccc(NC(=O)CSc2nnnn2C)cc1	-0.3	i	-0.1	i	i	i	i	i	1.1	i	i
Cc1ccc(NC(=O)COC(=O)c2ccco2)cc1	-0.1	i	3.9	i	i	i	i	i	3.3	i	i
CC(=O)N1CCc2cc(S(=O)(=O)CCC(=O)Nc3cccc(F)c3)ccc21	-1.1	i	.	i	i	i	i	i	7.1	i	i
O=C(COC(=O)/C=C/c1ccc(S(=O)(=O)N2CCOCC2)cc1)NCc1ccc(F)cc1	1.2	i	-15.2	i	i	i	i	i	-9.6	i	i
CC(C)(C)SC(=O)C[C@@H]1NS(=O)(=O)OC2CCCCC21 (stereo partly drawn)	-0.1	i	3.2	i	i	i	i	i	-3.3	i	i
Cc1ccccc1C(=O)NC1CCS(=O)(=O)C1 (stereo not drawn)	-47.9	i	-6.6	i	i	i	i	i	20.9	i	i
Cc1ccc(OCC(=O)N(Cc2ccc(N(C)C)cc2)C2CCS(=O)(=O)C2)cc1 (stereo not drawn)	-0.9	i	-3.7	i	i	i	i	i	5.1	i	i
CC(OC(=O)Cn1cnc2ccccc2c1=O)C(=O)NCc1ccccc1 (stereo not drawn)	-0.8	i	1.6	i	i	i	i	i	-3.6	i	i
O=C(Nc1ccc(N2CCOCC2)cc1)c1c(F)cccc1Cl	0.6	i	-2.2	i	i	i	i	i	1.5	i	i
Cc1cccc(NC(=O)c2cnccn2)c1	-7.6	i	12.5	i	i	i	i	i	1.5	i	i
CC(C(=O)N1CCOCC1)n1cc([N+](=O)[O-])cn1 (stereo not drawn)	-0.1	i	9.6	i	i	i	i	i	6.1	i	i
O=C(O)CCC(=O)Nc1cccc(C(=O)c2ccccc2)c1	0.0	i	13.7	i	i	i	i	i	1.2	i	i
COC(=O)c1sc2ccccc2c1N	2.0	i	13.9	i	i	i	i	i	1.3	i	i
Cc1ccc(CNC(=O)C2CCC(=O)N2C(C)C)cc1 (stereo not drawn)	-5.8	i	-2.4	i	i	i	i	i	-1.9	i	i
COC(=O)c1cc(S(=O)(=O)Nc2ccc(C)cn2)c[nH]1	0.3	i	19.8	i	i	i	i	i	0.6	i	i
C=C(C)Cn1c(CNC(C)=O)nc2ccccc21	0.2	i	3.9	i	i	i	i	i	4.4	i	i
CCN(CC)c1ccc(/C=C/C(=O)C2C(=O)C=C(C)OC2=O)cc1 (stereo not drawn)	3.5	i	-2.3	i	i	i	i	i	8.0	i	i
O=C(C1CCC(CNS(=O)(=O)c2cccc3cccnc23)CC1)N1CCc2ccccc21 (stereo not drawn)	.	i	-7.4	i	i	i	i	i	-0.6	i	i
CCOc1ccc(S(=O)(=O)N(CC(=O)NCC(F)(F)F)Cc2ccco2)cc1	0.0	i	-37.9	i	i	i	i	i	-4.5	i	i
COc1ccc(NC(=O)C2CC(=O)N=C(N)S2)cc1 (stereo not drawn)	0.0	i	9.7	i	i	i	i	i	-4.7	i	i
CCc1c(C)c2ccc(OCC(=O)OC)cc2oc1=O	0.1	i	1.3	i	i	i	i	i	-9.3	i	i
Cn1c(CNC(=O)CNC(=O)c2cccc(Cl)c2)cc(=O)n(C)c1=O	-0.2	i	-6.0	i	i	i	i	i	-0.4	i	i
NC(=O)c1c(C(F)(F)F)cc(-c2ccccc2)nc1NCCO	-0.9	i	1.1	i	i	i	i	i	-7.4	i	i
O=C(NC1(C(F)(F)F)NC(=O)N(c2ccc(F)cc2)C1=O)c1cccs1 (stereo not drawn)	-0.2	i	-0.5	i	i	i	i	i	9.7	i	i
O=C1CCCc2c1cc(C(=O)NCc1ccco1)c(=O)n2-c1ccc(Cl)cc1	-0.2	i	-1.0	i	i	i	i	i	0.7	i	i
Cc1cc(Br)ccc1OCC(=O)NNC(=O)Cc1ccccc1	0.2	i	3.3	i	i	i	i	i	-0.8	i	i
Cc1nn(C)c(C)c1Sc1ccccc1N	-0.1	i	14.3	i	i	i	i	i	1.0	i	i
Nc1nonc1C(=O)NCCN=Cc1ccccc1O	-0.2	i	11.5	i	i	i	i	i	-0.8	i	i
O=C(/C=C/c1ccc([N+](=O)[O-])cc1)NC1CC2CCC1C2 (stereo not drawn)	1.0	i	-1.6	i	i	i	i	i	-3.6	i	i

(further entries)
SMILES	HIF act	RGS4 inh	Platelet DG rel	RGS4 pot	MrgX1 ag	TRPC6 inh	TRPC4 block	TRPC6 activator	SKKanGAS inh	MrgX1 PAM	MrgX1 antagonist
O=C(Nc1ccsc1C(=O)NC1CC1)c1ccccc1	-0.3	i	1.8	i	i	i	i	i	0.4	i	i
CCN(CC(=O)NCc1ccc(Cl)cc1)C(=O)C1CCN(S(=O)(=O)c2ccc(OC)c(OC)c2)CC1	-1.5	i	-3.3	i	i	i	i	i	5.3	i	i
CO/N=C/c1c(C(=O)OC)nn(-c2ccccc2)c1Cl	.	i	21.5	i	i	i	i	i	-0.1	i	i
O=C1/C(=C/c2ccco2)N=C(N2CCCCC2)N1c1ccccc1	-0.2	i	9.7	i	i	i	i	i	8.0	i	i
CCn1c(CCNC(=O)c2ccc(Cl)cc2)nnc1SCC(=O)NC1CCCC1	-0.2	i	-14.4	i	i	i	i	i	-8.6	i	i
NS(=O)(=O)c1ccc(CCNC(=O)C2CCCO2)cc1 (stereo not drawn)	-0.4	i	3.8	i	i	i	i	i	-3.3	i	i
CC(=O)Nc1c(C(=O)N2CCOCC2)cnn1-c1ccc(C)c(C)c1	-0.3	i	11.1	i	i	i	i	i	-8.1	i	i
O=C(Nc1cccc(C(=O)O)c1)Nc1ccccc1Cl	-1.2	i	10.3	i	i	i	i	i	15.0	i	i
C=CCOc1c(Br)cc(/C=C(\C#N)C(N)=O)cc1OC	-0.1	i	-0.5	i	i	i	i	i	-8.3	i	i
COc1cc(/C=N/NC(N)=O)ccc1OCC(=O)Nc1cc(C)c(C)cc1Br	1.0	i	-6.0	i	i	i	i	i	1.0	i	i
O=C(CN(Cc1ccc(F)cc1)C(=O)CNS(=O)(=O)c1ccccc1)NCc1ccco1	-0.1	i	-2.4	i	i	i	i	i	-1.0	i	i
Cc1ccccc1NC(=O)C1CCCN1S(=O)(=O)c1ccc2c(c1)n(C)c(=O)c(=O)n2C (stereo not drawn)	-0.2	i	15.1	i	i	i	i	i	-3.0	i	i
O=C(N/N=C/C=C/c1ccco1)c1cccc([N+](=O)[O-])c1	0.3	i	12.2	i	i	i	i	i	6.9	i	i
CCOC(=O)C1=C(c2ccccc2)Nc2nc(C)nn2C1c1cccc(OC)c1OC (stereo not drawn)	-0.7	i	1.6	i	i	i	i	i	4.6	i	i
COc1cccc(-c2nnc(NC(=O)c3ccc(S(=O)(=O)N4CCOCC4)cc3)o2)c1	0.9	i	.	i	i	i	i	i	87.6*	i	i
CCOC(=O)CNC(=O)c1cc(-c2ccccn2)nc2c(C)c(Cl)ccc12	0.1	i	-4.0	i	i	i	i	i	-2.8	i	i
